# Calpain2 inh = inhibitors of pig calpain II; purified calpain II, fluorogenic peptide substrate, 30 min; AID 1236; inhibition, % at 16 µM; hit rate 0.37% among 220,000;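 active = inhibition above about 50%, limit read from the data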
# MDM2 E3 inh = Mdm2 E3 ligase (human) inhibition | cell-based MDM2 ubiquitination luciferase reporter, 2 h; 0 = plate control, 100 = twice control, blank-subtracted | hit rate 0.11% among 210,000 | Q00987 | signal enhancement, % at 5 µM;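 active = signal enhancement of 30% or more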;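 also: luminescence tracks abundance of the self-degrading MDM2-luciferase fusion protein; higher signal means inhibition of MDM2 E3 ligase activity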
# Target sequence (Q00987 whole entry, looked up, the tested form may be a part): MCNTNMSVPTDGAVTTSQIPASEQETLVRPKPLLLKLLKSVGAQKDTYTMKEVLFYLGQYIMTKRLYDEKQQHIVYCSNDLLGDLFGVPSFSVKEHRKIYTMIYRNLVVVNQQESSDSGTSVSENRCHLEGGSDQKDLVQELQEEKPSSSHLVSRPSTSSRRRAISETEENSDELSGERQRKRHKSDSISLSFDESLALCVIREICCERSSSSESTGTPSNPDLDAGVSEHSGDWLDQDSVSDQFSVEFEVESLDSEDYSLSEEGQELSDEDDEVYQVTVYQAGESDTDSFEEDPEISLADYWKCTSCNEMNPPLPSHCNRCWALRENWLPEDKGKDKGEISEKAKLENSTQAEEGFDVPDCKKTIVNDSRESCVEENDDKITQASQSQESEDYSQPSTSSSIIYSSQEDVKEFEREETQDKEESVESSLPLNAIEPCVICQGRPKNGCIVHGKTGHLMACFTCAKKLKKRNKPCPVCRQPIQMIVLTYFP
#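 system = mammalian cells stably expressing self-ubiquitinating, self-degrading MDM2 E3–luciferase fusion | quantity = 2000 cells per well seeded | incubation = 4 h cell settling then 2 h compound exposure, 37 °C | signal = SteadyLite luminescence, 15 min reagent step | benchmarks = plate control and blank wells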
# Rad51 HR inh = blocks human Rad51 in homologous recombination | Q06609 | hRad51 DNA strand exchange, fluorescence dequenching | inhibition, % at 10 µM | hit rate 0.085% among 200,000 | AID 1385;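 active = inhibition above 40% at the single screening dose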;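 also: 0% = DMSO control wells and 100% = blanks with heterologous ssDNA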
# Target sequence (Q06609 whole entry, looked up): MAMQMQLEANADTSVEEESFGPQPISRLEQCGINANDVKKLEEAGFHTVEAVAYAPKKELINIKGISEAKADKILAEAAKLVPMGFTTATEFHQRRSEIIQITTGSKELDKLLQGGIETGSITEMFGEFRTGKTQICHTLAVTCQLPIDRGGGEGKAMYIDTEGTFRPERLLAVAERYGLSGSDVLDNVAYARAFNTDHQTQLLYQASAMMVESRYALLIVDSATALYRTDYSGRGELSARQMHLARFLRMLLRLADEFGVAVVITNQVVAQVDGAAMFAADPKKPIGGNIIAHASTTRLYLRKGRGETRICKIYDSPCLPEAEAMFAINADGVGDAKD
#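 Material: Human Rad51 nucleoprotein filaments preassembled on unlabelled ssDNA | Also added: Labelled 47-mer dsDNA for strand exchange | Dosing: Single dose, 10 µM final compound | Schedule: 30-min compound preincubation and 15-min exchange, both room temperature | Technique: Fluorescence dequenching at 485/520 nm | Measure: Percent inhibition relative to plate controls and blanks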
# eIF4E 4G PPI = inhibitors of eIF4E and eIF4G interaction in translation initiation. P63073+Q04637. TR-FRET eIF4E-eIF4GI(517-606) binding, 2 h. inhibition, % at 21.7 µM. hit rate 0.37% among 220,000. AID 782;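 active = inhibition above about 30%, limit read from the data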;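 also: 0% = full FRET control wells and 100% = background wells lacking eIF4GI fragment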
# TNF necrop inh = inhibitors of TNF-alpha induced necroptosis in Jurkat FADD-/- cells. activation (protection from cell death), % at 10 µM. Jurkat FADD-/- TNF necroptosis rescue, ATP luminescence, 24 h; 0 = TNF only, 100 = no-TNF cells. hit rate 0.068% among 220,000;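 active = activation, meaning protection from cell death, of at least 50% relative to plate controls; inactive = activation below 50%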;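 also: necroptosis triggered by 40 ng/mL TNF-alpha added together with compound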
# EBV gp42 block = inhibitors of Epstein-Barr virus glycoprotein 42; inhibition, % (tested at 21.74 µM); hit rate 0.42% among 220,000; AID 1085; Q1HVG2; Fluorescence polarization binding assay, mP read-out; in the data active = inhibition above about 50%
# Target sequence (Q1HVG2 whole entry, looked up): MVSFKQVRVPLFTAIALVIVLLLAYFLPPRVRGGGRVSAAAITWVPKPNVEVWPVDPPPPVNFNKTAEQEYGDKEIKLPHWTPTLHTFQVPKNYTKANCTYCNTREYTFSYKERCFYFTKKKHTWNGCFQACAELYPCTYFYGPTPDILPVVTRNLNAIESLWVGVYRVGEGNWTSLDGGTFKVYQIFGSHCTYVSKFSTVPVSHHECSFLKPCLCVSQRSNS
# PERK inh = inhibitors of human PERK kinase; Q9NZJ5; CHO PERK-DD fusion, SEAP luminescence translation reporter; inhibition, % at 5.6 µM; AID 1416; hit rate 0.17% among 220,000;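 active = inhibition above the mean inhibition of all tested compounds plus 3 SD, set separately per screening campaign, cut at about 2.9% in these data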;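 also: PERK kinase domain activated by AP20187 dimerizer at 100 nM; 0% = DMSO with dimerizer and 100% = rapamycin at 8.4 µM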
# L929 necroptosis = blocks zVAD induced death of L929 cells; L929 zVAD necroptosis rescue, ATP luminescence, 24 h; with zVAD 60 µM; viability rescue, % at 10 µM; hit rate 0.38% among 220,000; AID 1377;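 active = activation, scaled between plate controls, above about 75%, limit read from the data; inactive = activation under that limit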;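 also: 0% = zVAD with DMSO and 100% = DMSO alone without zVAD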
# KCC2 mod = modulates chloride dependent transport by human KCC2; KCC2 cells, thallium flux FluoZin-2 fluorescence; B-score of Tl+ flux slope (higher = more flux/activation; lower = inhibition) at 10 µM; hit rate 2.2% among 190,000; AID 1456;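 active = thallium flux slope and its plate-corrected score both differing from the plate sample mean at a set confidence after two filtering rounds, in either direction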;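 also: slope of fluorescence scaled to starting intensity during 10 to 20 s after thallium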
# The depositor's hits bear a star; · = no result given; [ ] = another dose, or the depositor's remark.
smiles	EBV gp42 block	L929 necroptosis	PERK inh	Calpain2 inh	MDM2 E3 inh	eIF4E 4G PPI	Rad51 HR inh	KCC2 mod	TNF necrop inh
O=[N+]([O-])c1ccc(C(=Nc2cccc3ccccc23)N2CCOCC2)cc1	-16	-0.6	1.9	-5	-30	-4	-2	·	-0.8
Cc1ccccc1SCC(=O)NC1CCOC1=O (configuration not stated)	-16	-0.3	1.8	-27	24	-1	-1	·	-2.5
Cc1cccc(C(C)(C)C)c1OCCn1ccnc1	-17	-0.3	0.2	1	-1	-3	8	·	-1.7
Oc1c(-c2cc(-c3ccco3)[nH]n2)ccc2ccccc12	-2	1.0	0.1	-25	-20	3	-1	-1.7	-0.9
Cc1cc(C)c(C(N)=O)c(NCCc2ccccc2)n1	-5	-0.1	1.8	-46	-7	8[fluorescence artefact?]	-7	1.3	-1.0
COC(=O)C(C)Sc1nc2c(cnn2-c2ccccc2)c(=O)[nH]1 (configuration not stated)	4	0.4	1.4	-15	-19	2	1	-1	0.5
Cn1nnc(NC(=O)c2ccc([N+](=O)[O-])cc2Cl)n1	-16	0.4	0.3	-10	-1	-1	-22	0.85	1.1
COC(=O)NC(=S)Nc1ccc(Oc2ccc(Cl)cc2Cl)c(Cl)c1	-14	-0.3	0.0	2	·	-1	4	11*	-7.4
CCOC(=O)Cn1nc(C)c(NC(=O)CCc2ccc(OC)cc2)c1C	-11	1.6	0.2	-17	-2	0	5	-1.1	-0.5
C[n+]1ccn(CC(=O)c2ccc(Cl)cc2)c1	-14	0.3	0.8	-2	-1	-4	6	0.57	-0.2
CCOC(=O)C1(Cc2cccc(OC)c2)CCN(Cc2cccc(OC)c2O)CC1	2	-2.8	-1.1	20	-6	-4	15	-1.3	1.6
CCOC(=O)Cc1c(C)nc2c(-c3ccc(Cl)cc3)c(C)nn2c1C	-7	49	0.5	-54	-1	-1	4	0.92	2.2
CNC(=S)NNC(=O)c1ccccc1F	-8	-1.7	-0.3	90*	-12	-1	-3	0.56	-0.5
COc1ccc(CCNC(=O)CN2C(=O)c3ccccc3C2=O)cc1	1	0.1	0.4	14	-21	-21[fluorescence artefact?]	4	0.032	0.1
CCN1CCN(c2ncc(C(=O)Nc3cc(Cl)c(OC)cc3OC)c3ccccc23)CC1	-8	0.3	-1.0	-21	9	3	11	0.33	-1.1
CN(C(=O)C1CCOC1)c1nnc(-c2ccccn2)s1 (configuration not stated)	-12	-0.1	0.0	-65	-15	-11	7	-1.5	-2.0
N#C/C(=C\c1cn(Cc2ccccc2F)c2ccccc12)C(=O)NCc1ccco1	-25	0.6	1.1	-73	0	2	·	2.7	0.5
COc1ccc(C(=O)Nc2ccc(N3CCC(C)CC3)cc2)cc1Br	-18	3.6	0.2	-12	-6	-2	-16	0.11	0.0
NNC(=O)c1cccc(S(=O)(=O)Nc2cccc(C(F)(F)F)c2)c1	-19	0.4	1.0	-8	·	-9	12	0.022	1.2
C1CCc2c(nc3nnnn3c2N2CCOCC2)C1	-13	0.7	-0.6	23	-27	3	-1	0.67	1.7
COc1ccc(O)c(C(=O)c2cc(C#N)c(=O)n(CCN3CCOCC3)c2)c1	-13	0.1	-0.5	32	-12	9	-3	·	0.0
COc1ccc(-n2nnnc2SC(C)C(=O)NCC(=O)Nc2ccc(F)c(F)c2F)cc1 (configuration not stated)	-3	1.1	-0.7	-9	-7	2	0	0.072	2.8
O=C(CNS(=O)(=O)c1ccccc1)NCC(=O)OCc1ccc(C(=O)c2ccccc2)cc1	4	0.4	0.4	26	-2	4	·	-0.81	1.8
CC(=O)C1=C(NC(=O)c2ccc(F)cc2)CC2C1C2(C)C (configuration not stated)	1	-0.1	0.1	-14	-5	11	-1	1.2	-0.9
O=C(CCC(=O)c1cccs1)NCC(=O)Nc1ccc(F)c(F)c1F	8	0.5	-1.4	-18	-5	2	7	-0.44	0.1
CC(=O)c1nnn(-c2nc(N3CCCC3)nc(N(c3ccccc3)c3ccccc3)n2)c1C	-3	-0.7	0.9	4	-1	-8	3	0.11	0.0
O=C1NN(c2ccccc2)C(=O)/C1=C/c1ccc(Sc2cccc3ccccc23)o1	0	0.0	0.4	-79	·	5	·	-1.3	0.4
CCC1(CC)Cc2ccccc2C(C2=C(O)CC(C)(C)CC2=O)=N1	-13	0.5	-1.4	16	3	-7	·	-0.8	-0.3
CCc1ccc(C(c2c(C)nn(-c3ccccc3)c2N)c2c(C)nn(-c3ccccc3)c2N)cc1	-10	0.1	-1.5	7	-6	0	35	-0.2	-1.3
COc1ccccc1-c1cc(C(=O)N2CCCc3ccccc32)no1	0	0.9	1.4	27	-20	-2	13	-3.9*	2.1
COc1ccc(CCn2c(SCC(=O)Nc3cc(C)on3)nc3ccsc3c2=O)cc1OC	-10	0.2	-0.3	34	-7	-94[fluorescence artefact?]	·	0.62	-1.5
COc1ccc(CNC(=O)COC(=O)CCOc2ccccc2)cc1	-10	1.3	0.6	-17	3	-2	-5	-0.84	1.3
COc1ccc(C(=O)NCCCOc2cccc(NC(C)=O)c2)cc1	-4	1.0	0.4	4	-1	6	5	0.48	-0.6
Cc1onc(-c2ccccc2Cl)c1C(=O)OCC(=O)N1CCCc2ccccc21	-5	-1.1	0.3	8	-21	0	-5	-0.92	0.5
O=C1Nc2ccc(Cl)cc2/C1=C/C1CC=CCC1 (configuration not stated)	-1	0.0	0.1	13	-8	4	24	1.1	-8.2
C=CCNC(=O)/C(C#N)=C/c1ccc(SC)cc1	-9	0.8	0.1	-29	10	-2	4	0.36	-2.2
CS(=O)(=O)c1ccc2nc(NC(=O)Nc3ccc(Cl)c(Cl)c3)sc2c1	-106	6.9	1.4	-12	-8	1	3	0.64	2.2
CCOc1cc(S(=O)(=O)NCCc2ccccc2C)c(OCC)cc1-n1cnnn1	-2	-0.2	-0.9	-159	-5	6	5	-1.4	-5.3
CCCC(=O)c1cc2c(cc1NC(=O)c1ccccc1F)OCCO2	-17	1.5	2.1	-17	0	5	·	-0.85	1.4
Cc1nnc(C)n1/N=C/c1ccc(O)cc1	-7	1.1	0.6	-6	2	-3	-1	0.46	-1.0
Cc1cc(-c2ccccc2)nc(N(C)C)c1S(C)(=O)=O	1	1.5	0.3	-11	-15	-8	2	0.028	-0.1
Cc1ccc(-c2nnc(SCC(=O)N/N=C/c3ccccc3C(=O)O)n2-c2ccc(Cl)cc2)cc1	-15	0.1	1.0	33	-14	2	22	·	-0.3
CC(C)(C)NC(=O)CN1CCC(NC(=O)C23CC4CC(CC(C4)C2)C3)CC1	-3	0.2	0.8	19	2	-4	-3	0.18	1.1
Cc1ccccc1OCCC(=O)Nc1c(C)n(C)n(-c2ccccc2)c1=O	-16	-0.2	-0.1	-9	-20	1[fluorescence artefact?]	7	0.049	-3.4
CCOC(=O)c1ccc(Nc2sc(C(=O)c3cccc([N+](=O)[O-])c3)c(N)c2C#N)cc1	-3	1.3	-0.1	6	-21	-16	8	1	-12
CS(=O)(=O)c1ccc(C(=O)NC2CCCc3ccccc32)cc1 (configuration not stated)	-2	1.3	-0.7	-11	-17	-3	1	-0.017	0.9
COc1ccc(-c2nnc(SCC(=O)NCc3ccco3)o2)cc1	-13	10	0.3	8	0	2	-12	·	-0.6
Cc1ccc2nc(NCCCO)[nH]c2c1	-15	0.2	0.8	-16	2	-6	3	1.3	-0.1
O=C(CSc1nnc(Nc2ccccc2)s1)Nc1ccc(S(=O)(=O)N2CCOCC2)cc1	-24	-0.3	0.0	8	-8	-6	9	-0.36	-3.6
COC(=O)c1ccccc1N=C(SC)N(C)C	-21	-0.3	-0.6	-60	-15	-2[fluorescence artefact?]	1	0.35	-4.3
Cc1cc(N2CC(C)OC(C)C2)n2cc(-c3ccccc3)nc2n1 (configuration not stated)	1	-0.5	0.3	-322	-10	1	-7	0.036	-0.5
S=C(NCCc1ccccc1)N/N=C/c1ccc(Cl)cc1	-1	0.6	-0.4	5	-2	1	9	0.46	1.1
O=C(Cn1cnc2ccccc2c1=O)N/N=C/c1ccc(Br)cc1	-8	0.7	0.3	-14	-6	3	·	0.13	0.8
CCOC(=O)C(C)Sc1nc(N)c(NC(=O)c2ccc(OC)c(OC)c2)c(=O)[nH]1 (configuration not stated)	-1	1.3	2.4	-44	-8	7[fluorescence artefact?]	4	0.023	2.7
COc1ccc(CCNC(=O)C2CC(c3ccccc3C(F)(F)F)=NO2)cc1 (configuration not stated)	1	0.2	·	-16	11	-8	5	-0.048	2.7
CO/N=C/C(=N\Nc1ccc(OC)cc1)C(=O)c1ccc(OC)cc1	-46	0.7	0.6	7	-15	1	-5	·	-7.4
COc1cc(OC)cc(-c2nn[nH]n2)c1	-5	0.3	1.3	5	3	-2	-21	-1.3	0.5
CNC(=O)CSc1nc(-c2ccccc2)c(-c2ccccc2)[nH]1	-22	0.0	0.8	-13	-15	-5	-1	-0.052	-4.3
COc1cc(/C=N/N=C(\N)c2nonc2N)cc(OC)c1O	-15	0.9	2.4	0	-9	3	·	-0.017	-2.0
COc1ccccc1/C=C/C(=O)NC(=S)NCC1CCCO1 (configuration not stated)	0	34	-0.2	-30	6	-2	-1	0.088	4.9

# Reprinted at random: two compounds from above, in no set order.
smiles	EBV gp42 block	L929 necroptosis	PERK inh	Calpain2 inh	MDM2 E3 inh	eIF4E 4G PPI	Rad51 HR inh	KCC2 mod	TNF necrop inh
O=C(CSc1nnc(Nc2ccccc2)s1)Nc1ccc(S(=O)(=O)N2CCOCC2)cc1	-24	-0.3	0.0	8	-8	-6	9	-0.36	-3.6
COC(=O)C(C)Sc1nc2c(cnn2-c2ccccc2)c(=O)[nH]1 (configuration not stated)	4	0.4	1.4	-15	-19	2	1	-1	0.5

# Other compounds follow.
smiles	EBV gp42 block	L929 necroptosis	PERK inh	Calpain2 inh	MDM2 E3 inh	eIF4E 4G PPI	Rad51 HR inh	KCC2 mod	TNF necrop inh
COc1ccccc1NC(=S)NC1CCCCC1	-2	-0.5	-0.3	13	5	13[fluorescence artefact?]	-3	0.85	0.6
CCOC(=O)C1CCCN(C2CC(=O)N(c3cccc(C)c3)C2=O)C1 (configuration not stated)	-23	1.1	0.7	-15	-19	5[fluorescence artefact?]	4	·	0.4
CCOC(=O)N1CCC(NC(=O)c2cccc3c2C(=O)N(Cc2cccnc2)C3)CC1	-4	1.5	-0.2	0	-18	3[fluorescence artefact?]	-6	0.31	-0.2
CC(C)(C)N1CC(COc2ccccc2)OC1=O (configuration not stated)	-26	1.0	0.3	-16	-11	-4	-2	2.3	2.8
O=C(CC1CCCC1)Nc1nc2ccccc2[nH]1	-9	1.4	0.3	15	-6	-5	0	·	0.6
Cc1nn(CC2CCCCC2)c(N)c1-c1ccccc1	-12	-0.4	-0.3	3	3	3[fluorescence artefact?]	2	·	0.5
CC(=O)Nc1ccc(S(=O)(=O)NC2=C(N3CCN(c4ccc(F)cc4)CC3)C(=O)c3ccccc3C2=O)cc1	5	0.5	-0.9	-130	·	15	·	-1.9	-14
CNS(=O)(=O)c1ccc(NC(=O)c2nc3nc(C)cc(C(F)F)n3n2)cc1	-9	-0.4	1.0	-30	-6	-6[fluorescence artefact?]	-5	-0.89	-2.6

# This is a random part of the collection, and some 3.6% of all compounds hit somewhere here.
